Screening results: PubChem, National Center for Advancing Translational Sciences (NCATS)
VP16 counter: Gal4-VP16 reporter inhibition counter-screen; Drosophila S2 Gal4-VP16 UAS-luciferase, luminescence, 20 h; Potency, µM (doses to about 53.6 µM), without a hit: top-dose activity, negative = inhibition, most hits filed as inhibitors; hit rate 3.5% among 310,000; AID 2546;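 further: Gal4-VP16 expression switched on by copper sulfate through the metallothionein promoter; potency means the concentration at half of the fitted maximal effect; on the % scale 0 is the no-effect control and ±100 the full control effect; nearly all actives have a fitted effect of over 50% in size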
BRCA1 expr act: activators of BRCA1 expression. MCF7-BRCA1-FFLuc reporter, luminescence, 48 h; response scale: scaled: vehicle 0%, 10 µM genistein 100%. Potency, µM (doses to about 46.1 µM), for the others: top-dose activation, most hits filed as activators. hit rate 1.1% among 380,000. AID 624202; further: potency means the concentration at half of the fitted maximal effect; nearly all actives have a fitted effect of over 80% in size; some results filed as inactive show a strong effect at the top dose
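Cells: MCF7-BRCA1-FFLuc, 2000/well. Exposure: 48 h, 37 °C, 5% CO2. Read: luminescence, 15 min post-substrate. Controls: genistein 10 microM (maximal activation), DMSO (neutral).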
RORgamma inh: ROR gamma (mouse) transcription inhibition; hit rate 5.4% among 310,000; Drosophila S2 Gal4-RORgamma UAS-luciferase reporter, 20 h; P51450; Potency, µM (highest dose often 53.6 µM), for the others: at the highest dose activity change, negative = inhibition, actives largely listed as inhibitors; AID 2551; further: potency means the concentration at half of the fitted maximal effect; on the % scale 0 is the no-effect control and ±100 the full control effect; nearly all actives have a fitted effect of over 60% in size
Target sequence (P51450 whole entry, looked up, the tested form may be a part): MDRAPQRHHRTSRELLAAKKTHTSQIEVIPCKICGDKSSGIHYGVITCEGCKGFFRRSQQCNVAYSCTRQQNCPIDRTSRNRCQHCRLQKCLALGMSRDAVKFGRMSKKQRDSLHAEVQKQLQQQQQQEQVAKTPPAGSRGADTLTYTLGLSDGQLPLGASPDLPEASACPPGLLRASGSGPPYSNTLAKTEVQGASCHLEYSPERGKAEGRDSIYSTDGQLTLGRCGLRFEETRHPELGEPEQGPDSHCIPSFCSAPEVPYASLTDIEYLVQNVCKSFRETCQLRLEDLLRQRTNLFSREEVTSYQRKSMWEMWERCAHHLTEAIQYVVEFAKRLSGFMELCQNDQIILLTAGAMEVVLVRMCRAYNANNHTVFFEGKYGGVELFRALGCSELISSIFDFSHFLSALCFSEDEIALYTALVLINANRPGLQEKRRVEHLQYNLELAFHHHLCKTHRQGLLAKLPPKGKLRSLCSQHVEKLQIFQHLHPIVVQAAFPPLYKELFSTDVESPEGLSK
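Compounds are pin-transferred onto Drosophila Schneider cells expressing a copper-inducible Gal4–ROR gamma transactivation domain fusion. After 1 hr, copper sulfate is added to 700 uM final; luciferase is read 20 hr later.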
NPC1 promoter act: NPC1 promoter activation; Huh7 NPC1 promoter luciferase reporter, 24 h; Potency, µM (top dose mostly 9.22 µM), for inactives: at the top dose activation, actives largely listed as activators; hit rate 2.4% among 320,000;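 further: potency means the concentration at half of the fitted maximal effect; % of control where 0% means no effect; nearly all actives have a fitted effect of over 60% in size; reporter is driven by a mutant NPC1 promoter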
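Huh7 cells stably carrying NPC1 promoter–luciferase, plated in Opti-MEM with 10% FBS for 2 h, were exposed to compound in DMSO for 24 h at 37 °C; luciferase reagent was added for 10 min and luminescence read.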
ELG1 genotox: inducers of genotoxicity in HEK293T ELG1-luciferase cells; hit rate 1.3% among 330,000; AID 504466; HEK293T ELG1-luciferase reporter, luminescence, 16 h; Potency, µM (top dose mostly 46 µM), without a hit: at the top dose activity change, positive = activation, usual class: activators; further: potency means the concentration at half of the fitted maximal effect; % of control where 0% means no effect; nearly all actives have a fitted effect of over 60% in size
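Genotoxic stress is detected as increased luminescence from luciferase-tagged ELG1 in HEK293T cells, measured with ONE-Glo after a 16 hr treatment at 37 °C.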
Giardia killer: Giardia lamblia killing | hit rate 0.15% among 340,000 | Giardia lamblia trophozoite viability | activity change, % at 7.66 µM, hits read low | AID 540267; in the data active means activity change below about -80%; inconclusive means between about -30% and that limit;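 further: parasites exposed to compound for two days anaerobically before the ATP read; on the % scale 0 is the no-effect control and ±100 the full control effect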
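Luminescence from cellular ATP indicates surviving trophozoites (100 cells/well) following 48 hrs anaerobic compound treatment at 37 deg C; signal develops 15-30 min at room temperature.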
Menin-MLL TR inh: inhibitors of human menin-MLL interaction, mutant MLL peptide; O00255; Menin + Texas Red MLL mutant peptide, fluorescence polarization; Potency, µM (series often up to 61.6 µM), inactives show top-dose FP activity change, negative = inhibition, actives largely listed as inhibitors; hit rate 0.23% among 270,000; AID 1768; active means well fitted inhibition curve with a large enough effect in the polarisation, with a control signal flat, not every such curve was filed as active; inconclusive means small, poorly fitted or top-dose-only effect, or effect the other way, or a change in a side signal; inactive means no such curve, though single readings can be large or run the other way; the % refers to the polarisation; further: potency means the concentration at half of the fitted maximal effect; % of control where 0% means no effect; many of its hits are not listed in these tables
Rab9 promoter act: Rab9 promoter activation; Huh7 Rab9 promoter-luciferase reporter, luminescence, 24 h; Potency, µM (titrated, usually from 9.22 µM), for the others: top-dose activation, negative = inhibition, actives largely listed as activators; hit rate 2.8% among 320,000; AID 485297; further: potency means the concentration at half of the fitted maximal effect; % of control where 0% means no effect; nearly all actives have a fitted effect of over 60% in size
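Huh7 cells stably carrying Rab9 promoter–luciferase reporter, plated 1500 cells/well, compound added after 2 h and incubated 24 h at 37 °C; luciferase luminescence then read after 10 min with detection reagent.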
FLuc counter: inhibits or activates purified firefly luciferase, miR-21 counter-screen; Potency, µM (top dose mostly 57.5 µM), for inactives: at the highest dose activity change, negative = inhibition, actives largely listed as inhibitors; purified FLuc, Km substrates, luminescence inhibition; P08659; hit rate 6.9% among 360,000;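 further: potency means the concentration at half of the fitted maximal effect; plate controls were vehicle for no effect and reference inhibitor for full effect; nearly all actives have a fitted effect of over 55% in size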
Target sequence (P08659 whole entry, looked up): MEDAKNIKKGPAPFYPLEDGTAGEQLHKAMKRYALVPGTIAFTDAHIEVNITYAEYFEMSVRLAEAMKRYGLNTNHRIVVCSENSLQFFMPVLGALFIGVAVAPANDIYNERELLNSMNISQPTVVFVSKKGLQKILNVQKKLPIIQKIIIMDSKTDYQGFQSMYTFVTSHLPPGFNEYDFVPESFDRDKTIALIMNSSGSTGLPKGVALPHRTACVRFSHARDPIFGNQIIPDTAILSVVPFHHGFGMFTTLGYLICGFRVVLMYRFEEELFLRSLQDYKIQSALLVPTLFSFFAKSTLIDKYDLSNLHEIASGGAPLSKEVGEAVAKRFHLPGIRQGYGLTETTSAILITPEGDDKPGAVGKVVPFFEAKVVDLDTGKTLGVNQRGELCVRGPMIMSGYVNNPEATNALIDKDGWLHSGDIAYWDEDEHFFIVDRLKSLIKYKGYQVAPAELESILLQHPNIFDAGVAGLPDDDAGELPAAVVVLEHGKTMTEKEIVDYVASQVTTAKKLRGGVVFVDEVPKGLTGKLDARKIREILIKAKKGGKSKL
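Purified P. pyralis luciferase (10nM final) with 10uM D-luciferin and 10uM ATP (Km levels) in 50mM Tris acetate pH 7.5, 10mM Mg acetate, 0.01% Tween-20, 0.05% BSA; qHTS 6-point titration, ~60 µM downward; luminescence read.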
PKM2 act: PKM2 (human) enzyme activation; purified PKM2, Kinase-Glo ATP luminescence, activation; response scale: 0% is enzyme alone, no compound; hit rate 0.34% among 260,000; P14618; Potency, µM (doses to about 57.5 µM), inactives show at the top dose activation, actives largely listed as activators; further: potency means the concentration at half of the fitted maximal effect; on the % scale 0 is the no-effect control and ±100 the full control effect; nearly all actives have a fitted effect of over 55% in size
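Kinase-Glo luminescence reports ATP generated from ADP (0.1 mM) and PEP (0.5 mM) by purified hPK-M2 after 1 h at room temperature, pH 7.2 imidazole buffer; intermediate enzyme activity allows detecting inhibitors and activators.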
p53 reactivator: re-activators of mutant p53 | H1299 p53-A138V BP100-luciferase reporter, luminescence, 24 h | hit rate 0.063% among 320,000 | AID 504706 | Potency, µM (highest dose often 92.2 µM), without a hit: top-dose activity change, positive = activation, most hits filed as activators; further: potency means the concentration at half of the fitted maximal effect; % of control where 0% means no effect; nearly all actives have a fitted effect of over 45% in size
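p53-null H1299 cells stably carrying temperature-sensitive p53-A138V and a BP100-luciferase reporter were pinned with compounds (4-point, 1:5 series) and held 24 hrs at 37 deg C. Luminescence was read 10 min after detection reagent.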
* = called active by the depositor; u = inconclusive; x = not tested or not shown; & = joins results of further samples; [ ] = dose if it differs, or a comment. Unless noted, the call rests on the fitted dose curve; in most records, active means well fitted curve in the direction sought with a large enough effect; inconclusive means small, poorly fitted or top-dose-only effect, or another doubt; inactive means no such curve, though single readings can be large; an effect the other way counts as inactive or inconclusive.

SMILES	VP16 counter	BRCA1 expr act	RORgamma inh	NPC1 promoter act	ELG1 genotox	Giardia killer	Menin-MLL TR inh	Rab9 promoter act	FLuc counter	PKM2 act	p53 reactivator
C#CCOc1c(Cl)cc(C2C3=C(CCCC3=O)N(CC(=O)O)C3=C2C(=O)CCC3)cc1OC	-1%	-1%	0%	1%	5%	6	0%	-1%	11%	5%	x
O=C(c1cccc(OC(F)F)c1)N1CCN(c2ncccn2)CC1	2%	21%	10%	-1%	3%	-8	-1%	1%	2%	-6%	-4%
CCOC(=O)C(C)(C)N(Cc1ccccc1C)S(=O)(=O)c1ccc(Cl)c([N+](=O)[O-])c1	-16%	-93%[inhibitor]	2%	-1%	-3%	-5	-1%	-9%	5%	-1%	-4%
CCN(CC(=O)NCc1cccs1)C(=O)c1ccc(NS(=O)(=O)c2cccc([N+](=O)[O-])c2)cc1	x	-1%	x	-2%	-6%	-29	x	-5%	-14%	x	0%
CCOC(=O)c1c(S(=O)(=O)N2CCCC2)c(C)n(C)c1C	-1%	16%	-11%	-7%	-3%[9.26 µM]	3	1%	-2%	0%	x	10%
CC(=O)N1CCN(c2ccc(NC(=O)c3cccc(Cl)c3)cc2)CC1	-11%	11µM*	u	2.2µM*	u	-12	0%	u	u	0%	23%
CC(C)(C)c1ccc(C(CC(=O)O)NC(=O)CSc2ccccc2)cc1 (configuration not stated)	0%	4%	12%	-1%	2%	-7	1%	-3%	u	0%	0%
O=[N+]([O-])c1cccc(C=Nc2cc3c(cc2Br)OCCO3)c1	-3%	5%	43%	-2%	1%	-16	17%	0%	u	3%	-1%
NC(=S)c1cc2ccc(O)cc2oc1=O	2%	-6%	-24%	0%	0%	-13	-8%	0%	u	-17%	9%
CCN(c1cc(C)cc(C)c1)S(=O)(=O)c1nnc(NC(=O)C(C)(C)C)s1	-1%	3%	9%	3%	-2%	8	38%[activator]	-15%	1%	x	5%
Cc1nn(-c2ccccc2)c2c1C(=O)NC(=O)C(C)(C)C2	2%	12%	-6%	5%	0%	-20	-12%	0%	11%	-12%	1%
CO[C@@H]1[C@@H](OC(N)=O)[C@@H](O)C(Oc2ccc3c(O)c(NC(=O)c4ccc(O)c(CC=C(C)C)c4)c(=O)oc3c2C)OC1(C)C (some centres not stated)	x	6%	x	-3%	-31%[inhibitor]	8	x	0%	3%	x	-8%
COc1nc(N2CCCC2)nc(-n2nnc(C(C)=O)c2C)n1	-4%	-7%	2%	-4%	-15%	-15	-13%	-2%	-1%	-4%	1%
OC1CCN(c2c3c(nc4cc(-c5cccc(F)c5)nn24)CCCC3)CC1	6%	-6%	0%	1%	0%	16	-12%	8%	u	-3%	18%
CCn1c(=O)cc(SCC(=O)Nc2cccnc2)c2ccccc21	3%	10%	-9%	-4%	10%	-5	-13%	-7%	2%	19%	-18%
Cc1cccc(-n2ncc3c2CCCC3NC(=O)Cc2c(C)noc2C)c1C (configuration not stated)	10µM*	-7%	20%	-24%	-3%	4	-15%	-28%	-14%	1%	-17%
Cc1[nH]c2ccc(C(=O)NCCCN3CCCCC3)cc2c1C	3%	25%	1%	0%	7%	-6	x	5%	2%&2%	x	2%
CCOc1ccc(OCC(=O)OCc2cc(=O)n3cc(Br)ccc3n2)cc1	x	-1%	x	0%	2%	-3	x	-4%	x	x	3%
CCn1c(SCC(=O)OC)nnc1-c1ccncc1	-4%	13%	-8%	-2%	3%	2	-17%	0%	4%	-21%	-1%
FC(F)(F)c1cc(-c2ccccc2)nc(NCC2CCCO2)n1 (configuration not stated)	-9%	1%	20%	-7%	-2%	13	-15%	5%	5%	-2%	-19%
CC(=O)Nc1ccc(NC(=O)c2c(-c3ccccc3Cl)noc2C)cc1	2%	7%	8%	2%	-3%	5	-16%	2%	1%	x	3%
COC(=O)c1ccccc1NC(=O)NC1CCCC1	-16%	3%	3%	3%	3%	-12	0%	1%	-5%	1%	0%
COc1ccc(OCC(=O)c2c[nH]c3ccccc23)cc1	-3%	64%	-16%	u	18%	-10	u	u	3.8µM*	-3%	2%
O/N=C/c1cc(Br)cs1	0%	-4%	14%	-4%	0%	-4	x	-3%	1%	6%	-2%
COc1ccc(S(=O)(=O)N(C)C)cc1NC(=O)CCNC(=O)c1ccccc1OC	0%	-10%	-1%	-4%	-3%	6	-11%	-3%[1.84 µM]	-3%	x	-4%
COc1ccc(CC(=O)Nc2cccc(-c3nnc(-c4ccco4)o3)c2)cc1	-6%	-18%	13%	0%	-8%	-8	x	2%	-8%	3%	3%
CC(=O)N1CCc2ccc(S(=O)(=O)Nc3ccccc3Cl)cc21	-20%	29%	u	2%	-4%	-2	-6%	-2%	-3%	13µM*	-3%
CCc1c(C)nc(SC/C=C/c2ccccc2)[nH]c1=O	u	-35%	-15%	-6%	14%	2	-5%	-5%	0%	x	-10%
CCC(=O)N(C1=C(NC)C(=O)c2ccccc2C1=O)C(C)C	-13%	-98%[inhibitor]	u	-43%[inhibitor]	-16%	-30	-1%	-23%	6%	-1%	4%
CCCOc1ccc(N2C(=O)CC(N3CCC(c4nc5ccccc5o4)CC3)C2=O)cc1 (configuration not stated)	5%	x	11%	-4%	-5%	x	u	2%	-1%	-3%	0%
COC(=O)C1=C(C)N(Cc2cccnc2)C(=O)/C1=C\c1cccs1	7%	x	9%	-4%	1%	x	-10%	-9%	-3%	-2%	-1%
NC(=O)/C(=N\OC(=O)c1ccco1)c1nc(-c2ccc(Br)cc2)cs1	u	-3%	4.5µM*	-2%	-1%	10	63%[activator]	20%	u	3%	18%
COc1ccc(C(=O)C2=NN(C(C)=O)CC2c2ccco2)cc1 (configuration not stated)	4%[10 µM]	40%	24%	0%	u	6	7%	2%	-5%	12%	0%
CC1CCc2c(C(=O)Nc3ccc(OC(F)(F)F)cc3)csc2C1 (configuration not stated)	-12%	-4%	u	-2%	-1%	6	3%	2%	-5%	0%	4%
COc1cc(OC)cc(-c2c(-c3cccs3)c3cc(-c4ccc(OC)nc4)ccc3n2C)c1	x	-9%	x	2%	-1%	-9	x	-5%	-2%	x	-7%
Cc1ccc(NC(=O)c2ccccc2OCc2ccc([N+](=O)[O-])cc2)nc1	5%	2%	12%	-2%	u	-15	18%	4%	-1%	0%	1%
O=C1CCC[C@@H]2CC(N3CCCCC3)C[C@@H]3CCN1[C@H]23 (some centres not stated)	-2%[96.6 µM]	13%	-12%[96.6 µM]	x	3%	-22	0%[94.6 µM]	x	x	x	16%
COc1ccccc1N1CCN(C(c2ccccn2)c2nnnn2C2CCCCC2)CC1 (configuration not stated)	9%	-16%	-8%	-1%	-6%	6	x	-2%	-1%	0%	-2%
C[C@@]12C(=O)N(Cc3ccc(-c4ccccc4)cc3)CC(=O)N1[C@H](/C=C/c1ccccc1)[C@@H]1C(=O)N(c3ccccc3)C(=O)[C@@H]12	-5%	-4%	u	-2%	-2%	-26	23%	3%	4%	4%	x
CCn1c(COc2ccccc2)nc2ccccc21	u	102%	u	2%	21%	-7	-22%	2%	u	-5%	u
CCc1nn2c(=O)c(S(=O)(=O)Nc3cccc(F)c3)c(C)nc2s1	-8%	4%	22%	-1%	-16%	11	5%	-1%	-1%&0%	x	9%
CCN(CC)S(=O)(=O)c1cccc(NC(=O)CNc2cccc(S(=O)(=O)N3CCCC3)c2)c1	0.71µM*	-47%	-35%	-36%[inhibitor]	-14%	5	15%	-36%[inhibitor]	0%	6%	-5%
C=CCNC(=O)C1CCN(S(=O)(=O)c2ccc(Br)cc2)CC1	-8%	-1%	43%	-4%	1%	-9	6%	10%	6%	-1%	-32%[inhibitor]
O=C1CC2(CCN(S(=O)(=O)c3ccccc3F)CC2)Oc2ccccc21	x	-36%	x	0%	-4%	-19	x	7%	-2%	x	0%
Cc1ccc(C(=O)OCC(=O)Nc2ncc(Cl)cc2Cl)cc1NC(=O)c1ccco1	8%	-18%	-3%	-1%	1%	1	10%	-2%	4%	-1%	0%
Cc1cc(C)c2nc(SCCC#N)nc(C)c2c1	-2%	17%	8%[10 µM]	9%	9%	-10	7%	4%	-20%	-5%	-3%
Cc1cc(NC(=O)CCC(=O)N(Cc2ccco2)C2(C(=O)NC3CCCC3)CCC(C)CC2)no1 (configuration not stated)	13%	1%	-43%	-1%	-13%	-18	-13%	-2%	3%	2%	3%
Cn1cc(Cl)c(C(=O)NC2CCCCCC2)n1	24%	u	-4%	15%	13%	-1	-7%	19%	u	-1%	u

This is a subset, so the mix of outcomes need not match the whole.
